D1 allo mod: allosterically modulates the human D1 dopamine receptor. P21728. HEK293 D1, CRE-luciferase, dopamine EC30 potentiation; actives deviate in either direction. B-score at 10 µM. hit rate 5.9% among 58,000;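 active = luminescence count or its row- and column-corrected plate score outside the 99.7% band of the plate's sample wells, on either side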
MKP-1 inh: inhibitors of human MKP-1 phosphatase; recombinant MKP-1, OMFP hydrolysis fluorescence; hit rate 0.15% among 65,000; P28562; inhibition, %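 (compounds tested at a single concentration somewhere between 10 and 100 µM)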;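 active = inhibition above about 50%, limit read from the data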;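 note: 0% = DMSO max control wells and 100% = wells with enzyme stopped by NaOH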
CatB mix inh: inhibitors of human cathepsin B in compound mixtures | inhibition, %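 (ten-compound pools at 5 µM per compound and 50 µM total)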 | P07858 | Purified cathepsin B, AMC dipeptide fluorescence | hit rate 0.06% among 62,000; in the data active = inhibition above about 22%, passing the limit was not always enough;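 note: 0% = enzyme without compound and 100% = no enzyme blank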
Ecoli tolC: blocks growth of E. coli BW25113 tolC mutant; OD615; growth inhibition, % at 10 µM (by protocol); hit rate 2.2% among 65,000; AID 573;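 active = growth inhibition at or above a cutoff equal to the mean over every tested compound plus 3 SD, cut at about 60% in these data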;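 note: growth measured after 20 h incubation at 37 °C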
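Test system: tolC-deleted E. coli BW25113 | Medium: LB with kanamycin 50 µg/mL | Compound dosing: Single concentration, 10 µM final per compound | Schedule: 37 °C, 20 h exposure | Measured by: OD at 615 nm | Evaluation: Percent growth inhibition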
AP complement: orthogonal test for alternative complement pathway inhibitors | inhibition, % at 5 µM | hit rate 0.08% among 62,000 | AID 1235 | Human serum alternative complement pathway, LPS-coated ELISA, C3 deposition; tested in compound mixtures;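 active = inhibition above 30% in each of the two pooled mixtures holding the compound, so the lower value exceeds 30%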;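 note: 0% = serum in Mg-EGTA without compound and 100% = EDTA serum blank; some compounds past the cut are filed as inactive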
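Medium: diluted human serum in Mg2+-EGTA GVB++. Assay system: human serum complement alternative pathway, C3 deposition onto LPS. Also added: Plate-bound LPS. Technique: Anti-C3 ELISA, OD 450 nm. Measure: percent inhibition. Incubation: 1 h at 37 °C. Dosing: 5 µM each compound, pools of ten, 50 µM per pool.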
Cdc25B inh: human M-phase inducer phosphatase 2 inhibition. recombinant Cdc25B, OMFP fluorescence Ex485/Em525. hit rate 0.1% among 65,000. AID 368. P30305. inhibition, %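 (compounds tested at 10 µM final in the well)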; in the data active = inhibition above about 50%
CatB block: inhibitors of human cathepsin B; hit rate 0.1% among 63,000; purified cathepsin B, fluorogenic substrate, fluorescence; P07858; inhibition, %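 (tested at 10 µM)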; in the data active = inhibition above about 21%;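 note: 0% = enzyme with no compound and 100% = no enzyme blank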
Hsp90 inh: displaces geldanamycin probe from tumor Hsp90; hit rate 0.35% among 64,000; inhibition, % at 30 µM; NCI-N417 lysate Hsp90, Cy3B-geldanamycin FP displacement;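 active = inhibition above 50%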;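 note: 0% = tracer plus lysate wells and 100% = tracer alone without lysate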
E coli RNAP: inhibitors of Escherichia coli RNA polymerase. E. coli RNA polymerase, fluorescence transcription assay. hit rate 0.2% among 62,000. inhibition, %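 (tested at 10 µM)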; in the data active = inhibition above about 20%;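 note: 0% = enzyme without compound and 100% = no enzyme blank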
Target sequence (P0A8V2 whole entry, looked up): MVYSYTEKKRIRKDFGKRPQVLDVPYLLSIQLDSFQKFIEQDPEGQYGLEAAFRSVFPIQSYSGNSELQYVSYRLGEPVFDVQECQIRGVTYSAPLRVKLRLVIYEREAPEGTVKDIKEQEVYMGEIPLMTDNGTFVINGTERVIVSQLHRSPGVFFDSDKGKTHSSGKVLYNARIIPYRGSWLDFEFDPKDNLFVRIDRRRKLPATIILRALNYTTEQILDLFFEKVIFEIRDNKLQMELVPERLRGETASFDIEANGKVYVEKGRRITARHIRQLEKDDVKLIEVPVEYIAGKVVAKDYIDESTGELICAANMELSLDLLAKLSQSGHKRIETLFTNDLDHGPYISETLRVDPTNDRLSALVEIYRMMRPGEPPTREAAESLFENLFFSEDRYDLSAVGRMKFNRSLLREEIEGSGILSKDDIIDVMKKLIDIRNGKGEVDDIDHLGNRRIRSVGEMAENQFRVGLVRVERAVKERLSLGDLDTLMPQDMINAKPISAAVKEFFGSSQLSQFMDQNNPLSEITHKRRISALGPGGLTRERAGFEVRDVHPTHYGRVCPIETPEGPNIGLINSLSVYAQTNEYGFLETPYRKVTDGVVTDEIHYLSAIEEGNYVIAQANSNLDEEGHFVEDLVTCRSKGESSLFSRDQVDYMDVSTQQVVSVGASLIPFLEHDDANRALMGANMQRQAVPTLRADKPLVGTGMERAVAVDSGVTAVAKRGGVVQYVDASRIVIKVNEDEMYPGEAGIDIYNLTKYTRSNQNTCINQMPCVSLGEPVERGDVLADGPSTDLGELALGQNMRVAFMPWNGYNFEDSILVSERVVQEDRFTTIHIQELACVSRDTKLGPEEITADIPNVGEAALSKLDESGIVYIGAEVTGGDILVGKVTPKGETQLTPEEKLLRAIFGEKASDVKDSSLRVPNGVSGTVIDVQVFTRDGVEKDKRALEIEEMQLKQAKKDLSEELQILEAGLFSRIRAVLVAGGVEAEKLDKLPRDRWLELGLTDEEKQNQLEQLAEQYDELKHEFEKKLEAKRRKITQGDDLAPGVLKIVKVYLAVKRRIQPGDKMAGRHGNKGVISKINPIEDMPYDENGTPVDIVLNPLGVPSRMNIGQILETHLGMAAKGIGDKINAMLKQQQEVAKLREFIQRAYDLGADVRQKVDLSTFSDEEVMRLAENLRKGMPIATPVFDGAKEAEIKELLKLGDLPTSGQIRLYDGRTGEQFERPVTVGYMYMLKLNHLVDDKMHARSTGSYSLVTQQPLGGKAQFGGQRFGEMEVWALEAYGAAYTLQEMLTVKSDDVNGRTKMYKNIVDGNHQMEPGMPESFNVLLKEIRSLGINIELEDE
* = called active by the depositor; / = no result given.

Below each compound – MKP-1 inh, Cdc25B inh, Ecoli tolC, CatB block, D1 allo mod, CatB mix inh, Hsp90 inh, AP complement, E coli RNAP
COCc1cc(C)nc(SCC(=O)N2CCC(C)CC2)c1C#N
    -3, -7, -7, 1, 0.9, 5, -8, 9, 4
COc1ccc(CCn2c(-c3ccco3)nc3oc4ccccc4c(=O)c3c2=O)cc1
    -12, -1, 11, -1, -2, 2, -3, 4, 0
CC(C)CN(CC(C)C)C(=O)CS(=O)(=O)Cc1ccccc1
    10, 1, -1, 2, 1.2, 3, -4, 3, 9
COc1ccc(C2C(C(=O)N3CCOCC3)=C(C)NC3=C2C(=O)CC(C)(C)C3)cc1O (stereo not drawn)
    5, -10, -5, 2, 0.37, 2, -2, 15, 5
CCCNC(=O)NC1C(NC(=O)NCCC)N(C)C(=O)N1C (stereo not drawn)
    6, -11, -29, 2, 0.22, 4, -1, 9, 3
CC(=O)NC1C(=O)N=C(SCC(=O)NC(C)c2ccccc2)NC1=O (stereo not drawn)
    5, -2, -12, 0, 0.5, 3, -3, 9, -1
CC(C(=O)Nc1ccccn1)N1C(=O)C2C3C=CC(C3)C2C1=O (stereo not drawn)
    0, -11, -15, 10, -0.31, 3, 1, 4, 6
CC1CC1C(=O)OCC(=O)NCc1ccccc1Cl (stereo not drawn)
    4, -8, -8, 4, -0.44, 2, 0, 11, 6
CCCCCn1c(CNC(=O)COC)nc2ccccc21
    -2, -1, 11, 3, -0.29, -5, /, 17, -7
CCN(CC)S(=O)(=O)c1ccc2c(c1)nc(CCC(=O)OCC(=O)N1CCc3ccccc31)n2C
    27, -9, 8, 3, 0.63, 3, -4, 10, 12

Some entries already given with just MKP-1 inh:
structure | MKP-1 inh
CC(C(=O)Nc1ccccn1)N1C(=O)C2C3C=CC(C3)C2C1=O (stereo not drawn) | 0
CC1CC1C(=O)OCC(=O)NCc1ccccc1Cl (stereo not drawn) | 4
CCCCCn1c(CNC(=O)COC)nc2ccccc21 | -2
CCN(CC)S(=O)(=O)c1ccc2c(c1)nc(CCC(=O)OCC(=O)N1CCc3ccccc31)n2C | 27

Next section
Below each compound – MKP-1 inh, Cdc25B inh, Ecoli tolC, CatB block, D1 allo mod, CatB mix inh, Hsp90 inh, AP complement, E coli RNAP
O=C1c2ccccc2C(=O)N1CCC(c1ccc(F)cc1)c1ccco1 (stereo not drawn)
    8, -5, 77*, 4, 0.018, 5, 0, 12, 0
O=C(CSc1nnc(COc2cccc3ccccc23)o1)N1CCN(C(=O)c2ccco2)CC1
    20, -6, 23, 2, 0.63, 4, -2, -17, -7
CC(NC(=O)NC12CC3CC(CC(C3)C1)C2)C1CCCO1 (stereo not drawn)
    -1, -1, -1, -5, /, -7, -1, 8, -6
COc1ccccc1CNC(=O)CCS(=O)(=O)c1ccc2c(c1)CCCN2C(C)=O
    3, 10, -23, -3, 1.1, 3, 1, 12, 2
C=Cc1cccc(NC(=O)COc2ccccc2)c1
    6, -3, 4, -2, 0.81, 2, 0, 19, 6
Cc1ccc2cccc(S(=O)(=O)N3CCN(c4ccccc4F)CC3)c2n1
    6, 0, 42, 3, -0.98, 2, -7, 25, 0
CC(c1ccco1)N(Cc1ccco1)C(=O)Nc1ccccc1 (stereo not drawn)
    -22, 3, 19, 5, 0.79, 7, -2, -6, 0
Cc1nc2ccc(S(=O)(=O)NC(CC(C)C)C(=O)O)cc2s1 (stereo not drawn)
    10, 1, -16, 0, 0.087, 7, 2, 10, 3
COc1nc(OCCNC(=O)Nc2ccccc2)nc(N(C)C)n1
    -24, -4, 34, 2, 0.71, -4, -5, 14, 3
Fc1cccc(CSc2ncnc3c2oc2ccccc23)c1
    -18, -14, -18, 0, 1.2, 0, 1, 5, 10

Additional structures follow:
Below each compound – MKP-1 inh, Cdc25B inh, Ecoli tolC, CatB block, D1 allo mod, CatB mix inh, Hsp90 inh, AP complement, E coli RNAP
COc1cccc(NC(=O)N2CCN(c3cccc(C)c3)C(C)C2)c1 (stereo not drawn)
    5, 1, 35, 1, 0.67, 0, -4, 11, 5
COc1ccc(N2CCN(Cc3nc4c(c(=O)[nH]c(=O)n4C)n3Cc3cccc(Cl)c3)CC2)cc1
    40, -1, 21, 2, /, 3, 3, 4, 8
COc1ccc(F)cc1S(=O)(=O)Nc1ccc2c(c1)OCO2
    12, -7, -7, 5, -0.041, -1, 2, 4, /
CC(=O)Nc1nc2ccccc2n1CCOc1ccccc1Cl
    -6, -1, 10, -1, -0.83, 2, 1, 1, 5
O=C(c1ccc(Br)s1)N1CCN(c2ncccn2)CC1
    -4, -4, 23, 3, 0.32, 6, -1, 14, 1
CC1=CCC2C(=O)N(c3ccc(C)c(Br)c3)C(=O)C2C1 (stereo not drawn)
    10, 0, -10, 1, 0.092, 2, 1, 24, -3
Cc1cc(-c2nnc3n2N=C(C(C)(C)C)CS3)n[nH]1
    -7, 1, 7, 7, 1.4, 5, 1, -14, 5
Cn1c(=O)c2c(ncn2CC(O)CO)n(C)c1=O (stereo not drawn)
    2, -10, -9, 1, -0.36, 7, -2, 24, 4
O=C(CCN1C(=O)CSC1=O)Nc1ccccc1
    -5, -20, -12, 1, /, 2, -1, 21, -9
Cc1sc2nc(SCC(=O)N(C)C)[nH]c(=O)c2c1C
    26, 1, -7, 1, 0.5, 3, -7, -2, 0

Later entries.
Below each compound – MKP-1 inh, Cdc25B inh, Ecoli tolC, CatB block, D1 allo mod, CatB mix inh, Hsp90 inh, AP complement, E coli RNAP
Cc1ccc2cc3cc(C(=O)NCc4ccc5c(c4)OCO5)oc3nc2c1
    13, 15, -6, 6, -0.61, 3, -2, 20, 2
Cc1ccc2cc(C(c3nnnn3Cc3ccccc3)N3CCN(c4ccccc4)CC3)c(=O)[nH]c2c1 (stereo not drawn)
    14, 3, 27, 5, -0.54, 1, -1, -18, -2
COc1cccc(Cn2c(-c3cccs3)noc2=O)c1
    2, -14, -4, 7, 3.9*, 6, 2, 7, 13
COc1cc(NS(=O)(=O)c2ccccc2)ccc1-n1nc(C)cc1C
    25, -4, 9, -3, -0.76, 0, -4, -2, 3
O=C(CN(c1ccc2c(c1)OCCO2)S(=O)(=O)c1ccccc1)NCc1ccco1
    -4, -10, 3, 1, -0.71, 7, -1, 4, 7
Cc1cc(NC(=O)C2CCC2)n(-c2ccccn2)n1
    5, -10, -9, /, 7.6*, /, -2, /, /
Cc1ccc(-n2cnnn2)c(S(=O)(=O)N2CCOCC2)c1
    3, -2, -28, -3, 0.084, -3, -4, -23, 0
COC(=O)CSc1nnc(-c2ccccn2)n1Cc1ccco1
    1, -4, -6, -1, 0.24, 4, -2, 22, -3
Cc1ccc(-n2nc3c(c2NC(=O)c2ccc(Br)o2)CSC3)c(C)c1
    36, 3, 21, 2, 4.8*, -1, -1, 14, 1
CCCCC(c1nnnn1CC1CCCO1)N1CCN(c2cccc(C)c2C)CC1 (stereo not drawn)
    34, -13, -1, 0, -0.72, -4, -2, -7, 1

Part of the list above, bar-delimited.
compound | MKP-1 inh | Cdc25B inh | Ecoli tolC | CatB block | D1 allo mod | CatB mix inh | Hsp90 inh | AP complement | E coli RNAP
COc1cccc(Cn2c(-c3cccs3)noc2=O)c1 | 2 | -14 | -4 | 7 | 3.9* | 6 | 2 | 7 | 13
COC(=O)CSc1nnc(-c2ccccn2)n1Cc1ccco1 | 1 | -4 | -6 | -1 | 0.24 | 4 | -2 | 22 | -3

Continued.
Below each compound – MKP-1 inh, Cdc25B inh, Ecoli tolC, CatB block, D1 allo mod, CatB mix inh, Hsp90 inh, AP complement, E coli RNAP
COc1ccc(NC(=O)[C@H](CCS(C)(=O)=O)N2Cc3ccccc3C2=O)c(OC)c1
    1, -6, -9, -1, -0.13, 6, 7, 22, -1
CCCn1c2ccccc2c2nc3ccccc3nc21
    -5, -16, 69*, 6, 5.7*, 2, -2, 23, 1
COC(=O)c1c(C(=O)OC)n(CCCN)c2ccc(C)cc12
    0, -8, -13, 1, -0.91, 6, -3, -1, 7
CC1Cc2cc(/C(O)=C3\C(=O)C(=O)N(CCN4CCOCC4)C3c3ccccc3F)ccc2O1 (stereo not drawn)
    8, -4, 1, 10, 0.63, 3, -12, 5, 5
Cc1cc(C)c2cc(CN(Cc3ccc4c(c3)OCO4)Cc3nnnn3Cc3ccco3)c(=O)[nH]c2c1
    37, 3, 48, -3, 2.8, 5, -4, 13, 9
CCN(C(=O)COc1cc(=O)n(CC)c2ccccc12)c1cc(Cl)ccc1OC
    11, -15, 16, 3, -0.39, 1, -2, 10, 4
COc1ccc(COC(=O)c2nc3nc(C)cc(C)n3n2)cc1F
    16, 6, -15, 3, 0.0087, 5, 0, 0, 13
COC(=O)C1(C)Nc2ccccc2C(=O)N1c1ccccc1OC (stereo not drawn)
    9, -12, -10, -1, -0.28, 1, -1, 10, 5
Cc1ccc2nsnc2c1S(=O)(=O)N1CCN(Cc2ccc3c(c2)OCO3)CC1
    -5, -1, 12, 2, 3.9, 5, -1, 7, 11
CCOC(=O)C1C(=O)C=C(c2ccc(OC)cc2)CC1c1ccco1 (stereo not drawn)
    -8, 3, 85*, 1, -0.62, 2, 0, 11, 1

New compounds follow.
Below each compound – MKP-1 inh, Cdc25B inh, Ecoli tolC, CatB block, D1 allo mod, CatB mix inh, Hsp90 inh, AP complement, E coli RNAP
CCn1c(SCc2nc(-c3cccs3)no2)nnc1-c1c[nH]c2ccccc12
    -6, 2, 35, 4, -0.75, 5, 4, 11, 5
Nc1ccc(-c2nc3ccccc3[nH]2)cc1
    7, 2, 9, /, -3.5*, 2, 3, 14, 3
Brc1cccc(-c2nnc(SCc3nc4ccccc4[nH]3)o2)c1
    25, -2, 45, 1, 1.1, -3, 0, 8, 6
Cc1nn(-c2ccccc2)c2sc(C(=O)OCn3nnc4ccccc4c3=O)cc12
    9, -3, 15, /, 1.6, /, -8, /, /
CCn1c(=O)cc(SCC(=O)Nc2ccc3c(c2)OCCO3)c2ccccc21
    23, -1, 26, 2, /, 3, -4, 5, 9
CCN(CCNC(=O)c1cc(C)nn1-c1ccccc1)c1ccccc1
    -1, -8, 21, -5, -0.3, 5, -2, 17, -2
Cc1noc(C)c1S(=O)(=O)N1CCC2(CC1)OCCO2
    -13, -8, -18, 8, 0.73, 4, -2, -3, 4
Cc1ccc(N(C(C)C(=O)Nc2ccccc2C(=O)N2CCOCC2)S(C)(=O)=O)cc1C (stereo not drawn)
    2, -4, -7, -3, 0.81, -2, -3, 4, 6
O=S(=O)(NCCSc1nc2ccccc2o1)c1ccccc1
    8, 2, 8, 0, -0.0065, 0, -2, 12, -6
CCC(=O)N=C1SC2CS(=O)(=O)CC2N1c1cccc(OC)c1 (stereo not drawn)
    -15, 9, -21, -3, 0.89, 0, 4, 26, 1
CCOc1ccc(N(CC(N)=O)S(=O)(=O)c2ccc(F)cc2)cc1
    -1, -6, 5, -2, /, 4, -4, 13, 12
CC(=O)Nc1cccc(Oc2ccc3c(c2)C(=O)N(CCC(=O)O)C3=O)c1
    2, 0, -9, 3, -0.19, 2, -1, 9, 11
